# F-actin modifier – modifiers of cytoskeleton assembly; HUVEC TNFa F-actin phalloidin imaging, high content; inhibition, % at 2 µM; 91,000 tested, 0.18% active;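 active means inhibition above the batch mean plus 3 SD and confirmed as a hit by visual image inspection, cut at about 30% in these data, passing the limit was not always enough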; further: strong numbers were not always called active
# PTPN22 inh 2 – inhibitors of human LYP (PTPN22) phosphatase | inhibition, % at 2 µM | recombinant LYP catalytic domain, DiFMUP fluorescence | 96,000 tested, 0.21% active | AID 640;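 active means inhibition at 2 µM at or above a set limit, the screen mean plus 3 SD, cut at about 24% in these data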;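 further: 0% = DMSO with enzyme and 100% = enzyme fully blocked by orthovanadate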
# DAT uptake mod – human DAT dopamine uptake with cocaine, either direction; 110,000 tested, 1.3% active; LLC-PK1 hDAT cells, [14C]-dopamine uptake with cocaine IC80; actives deviate in either direction; B-score at 10 µM; Q01959; AID 449768;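 active means Z score or B-score, a plate-position-corrected score, falls beyond the plate's 99.7% confidence bounds, in either direction; inactive means both scores lie inside the 99.7% bounds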;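 further: scored against the spread of the other compound wells on the same plate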
# Target sequence (Q01959 whole entry, looked up): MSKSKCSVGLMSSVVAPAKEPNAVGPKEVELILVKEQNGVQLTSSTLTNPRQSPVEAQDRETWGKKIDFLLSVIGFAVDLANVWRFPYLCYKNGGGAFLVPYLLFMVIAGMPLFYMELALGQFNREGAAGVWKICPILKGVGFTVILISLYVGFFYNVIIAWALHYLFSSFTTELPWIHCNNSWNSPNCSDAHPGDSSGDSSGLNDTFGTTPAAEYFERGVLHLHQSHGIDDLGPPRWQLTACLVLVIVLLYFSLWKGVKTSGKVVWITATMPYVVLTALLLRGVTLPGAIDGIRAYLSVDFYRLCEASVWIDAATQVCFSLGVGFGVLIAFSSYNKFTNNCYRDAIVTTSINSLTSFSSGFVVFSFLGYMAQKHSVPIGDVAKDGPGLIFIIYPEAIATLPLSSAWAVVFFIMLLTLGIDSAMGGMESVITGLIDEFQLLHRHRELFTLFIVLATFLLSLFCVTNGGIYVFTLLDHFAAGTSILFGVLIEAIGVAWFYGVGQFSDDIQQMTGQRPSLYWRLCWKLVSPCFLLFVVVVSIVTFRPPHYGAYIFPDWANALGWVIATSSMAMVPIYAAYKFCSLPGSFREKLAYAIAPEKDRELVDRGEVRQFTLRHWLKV
# Candida biofilm – kills Candida albicans biofilms; inhibition, % at 6 µM; C. albicans biofilm + clotrimazole, Alamar Blue; AID 834; 85,000 tested, 0.14% active;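 active means inhibition above 20%; inactive means inhibition below 20%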;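 further: preformed 24 hr biofilms exposed to compound for 48 hr; 0% = biofilm without compound and 100% = blank killed by clotrimazole plus chlorhexidine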
# MT1-MMP txn act – MT1-MMP promoter transcription activation. AID 750. HT1080 MT1-MMP promoter luciferase reporter, luminescence, overnight; stronger effect = higher value. 86,000 tested, 0.16% active. activation factor at 10 µM;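 active means activation factor of at least 2 for MT1-MMP transcription at 10 µM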
# VCAM1 TNFa inh – reduces TNF alpha induced VCAM1 expression in HUVEC; HUVEC TNFa-induced VCAM-1 immunofluorescence, high-content imaging; inhibition, % at 2 µM; 95,000 tested, 0.48% active; AID 802;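 active means inhibition above the batch mean plus 3 SD, with images confirmed as a hit by eye, cut at about 37% in these data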;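 further: 0% = TNF-stimulated DMSO wells and 100% = unstimulated control wells; not every result past the cut was called active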
# Smad3 FoxH1 inh – inhibitors of human Smad3 transcription factor binding | P84022 | AID 630 | 88,000 tested, 0.29% active | inhibition, % at 25 µM | TR-FRET Smad3/Dy647-FoxH1 peptide binding, europium anti-His;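 active means compounds that reduce the energy-transfer binding signal between the protein and its labelled peptide by more than half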;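 further: 0% = Smad3 plus labelled peptide maximal FRET and 100% = peptide-only background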
# Target sequence (P84022 whole entry, looked up): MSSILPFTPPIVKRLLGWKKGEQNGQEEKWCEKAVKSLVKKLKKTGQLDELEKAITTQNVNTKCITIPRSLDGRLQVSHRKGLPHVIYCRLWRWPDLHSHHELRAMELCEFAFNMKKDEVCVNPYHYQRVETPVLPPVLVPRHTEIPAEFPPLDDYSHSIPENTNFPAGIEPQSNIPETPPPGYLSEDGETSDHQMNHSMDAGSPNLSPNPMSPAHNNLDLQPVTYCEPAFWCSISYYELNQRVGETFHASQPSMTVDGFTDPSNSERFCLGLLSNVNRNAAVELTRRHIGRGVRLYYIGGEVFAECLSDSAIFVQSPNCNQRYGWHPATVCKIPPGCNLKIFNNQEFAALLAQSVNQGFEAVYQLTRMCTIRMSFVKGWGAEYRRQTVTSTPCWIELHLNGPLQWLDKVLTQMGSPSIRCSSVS
# TNFa cytotox – HUVEC cytotoxicity counter-screen, TNF alpha stimulated; cell count reduction, % at 2 µM; HUVEC TNFalpha-stimulated, Hoechst cell count, imaging; 93,000 tested, 0.17% active;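 active means cell count reduction exceeding the screen mean by over 5 SD, scaled to untreated wells per plate, cut at about 78% in these data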;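 further: cells counted after 24 h of TNF alpha exposure following the 1 h pretreatment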
# IL1B cytotox – HUVEC cytotoxicity counter-screen, IL-1B stimulated; HUVEC cell count loss, Hoechst imaging; cell count reduction, % at 2 µM; 94,000 tested, 0.41% active; AID 845;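 active means cell count reduction more than 3 SD above the screen-wide mean, cut at about 70% in these data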;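 further: normalized per plate to untreated control cells as the no-loss baseline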
# * hit, by the source's call; . = no result given; [ ] = dose if it differs, or a comment. A portion of the library; count on the stated rates, not on these rows.
SMILES,F-actin modifier,PTPN22 inh 2,DAT uptake mod,Candida biofilm,MT1-MMP txn act,VCAM1 TNFa inh,Smad3 FoxH1 inh,TNFa cytotox,IL1B cytotox
Cc1nn(C)c(Oc2ccc(Cl)cc2)c1C(=O)Nc1ccc(F)cc1F,30.1,17.6,-0.755,.,.,9.2,.,-21.3,-17.4
CCOc1ccccc1NC(=O)CSc1nnc(-c2ccccc2Cl)n1Cc1ccco1,-19.6,6.2,1.64,5.8,1,-17.8,-9.1,8.5,6.8
Cc1cccc(N(C)C(=O)c2coc(=O)c3ccccc23)c1,-8.8,-4.7,-0.302,2.0,1,-2.5,-0.9,5.7,-15.8
COc1ccc(NC(=O)c2cccnc2Nc2ccccc2)cc1,-13.0,9.0,-1.27,-0.2,1,6.1,-0.5,6.3,-37.2
CC(=O)c1c(C)[nH]c(C(=O)N2CCN(c3ccc(F)cc3)CC2)c1C,-10.9,5.6,0.453,0.6,1.2,6.1,3.2,-18.5,3.0
O=C(NCc1ccc2c(c1)OCO2)c1cc2ccccc2oc1=O,3.9,-37.4,-0.686,5.2,1.1,4.9,20.2,-16.3,-15.5
Cc1ccc(OCc2nnc(NC(=O)OCC(C)C)s2)c(C)c1,-8.6,5.0,.,.,.,1.3,.,-6.9,-12.5
CS(=O)(=O)N(CC(=O)Nc1ccc(C(N)=O)cc1)C1CCCCC1,3.0,2.4,-0.643,2.7,1.2,1.1,3.0,-29.4,-101.7
O=C(O)CC(NC(=O)COc1ccc(Cl)cc1Cl)C(=O)O (stereo unspecified),-10.9,-8.0,-0.537,-3.3,0.9,-0.7,4.8,12.5,-2.3
Cc1ccc(C(N)=S)c(C)c1,.,0.3,0.843,8.3,1.2,.,3.3,.,.
O=C(Cn1nnc(-c2ccc(N3CCOCC3)cc2)n1)OC1CCCCC1,-0.6,8.2,2.39,.,1,18.7,-12.0,0.4,-5.5
CN(C)S(=O)(=O)Nc1ccc2c(c1)OCO2,.,.,-1.04,-0.4,1.1,.,-7.4,.,.

# Given with tabs: entries from further up.
structure	F-actin modifier	PTPN22 inh 2	DAT uptake mod	Candida biofilm	MT1-MMP txn act	VCAM1 TNFa inh	Smad3 FoxH1 inh	TNFa cytotox	IL1B cytotox
Cc1nn(C)c(Oc2ccc(Cl)cc2)c1C(=O)Nc1ccc(F)cc1F	30.1	17.6	-0.755	.	.	9.2	.	-21.3	-17.4
Cc1cccc(N(C)C(=O)c2coc(=O)c3ccccc23)c1	-8.8	-4.7	-0.302	2.0	1	-2.5	-0.9	5.7	-15.8

# Other structures:
SMILES,F-actin modifier,PTPN22 inh 2,DAT uptake mod,Candida biofilm,MT1-MMP txn act,VCAM1 TNFa inh,Smad3 FoxH1 inh,TNFa cytotox,IL1B cytotox
Cn1cnnc1SCCC(=O)Nc1ccccc1,4.0,0.4,-0.339,6.5,1.1,-7.5,0.1,10.4,-2.8
Cc1nc2ccc(F)cc2cc1C(=O)NCc1ccco1,.,5.2,-0.308,4.9,1.1,.,10.8,.,-5.4
CCOC(=O)N1CCN(C(=O)c2ccc(N3C(=O)c4ccccc4C3=O)cc2)CC1,.,.,0.967,3.5,0.9,.,-11.5,.,.
COc1cccc(CN(CC(=O)NC2CCCC2)C(=O)CCC(=O)Nc2cc(C)on2)c1,13.8,-6.0,.,.,.,-2.9,.,-7.0,6.2
CCOc1ncccc1C(=O)OCC(=O)Nc1cc(C)ccc1C,10.9,0.1,0.0468,9.6,1.2,5.1,-4.2,-1.8,10.5
N#C/C(=C(/O)C(Cl)c1ccccc1)c1nc2ccccc2s1 (stereo unspecified),14.9,-6.9,0.306,.,.,18.3,.,9.1,-45.4
CCCCn1c(CN2CCN(c3cccc(Cl)c3)CC2)nc2c1c(=O)n(C)c(=O)n2C,12.9,2.0,-1.05,-1.4,1,25.3,-9.7,-32.2,-15.0
CCCc1cc(=O)[nH]c(SCc2nc3ccccc3s2)n1,-9.6,-0.9,0.221,-0.8,1.1,-7.0,0.6,-4.0,25.7
COc1ccc(Nc2nc3ccccc3n3cnnc23)cc1,4.3,7.0,-0.584,-7.1,0.8,3.1,11.0,3.0,17.2
CCc1ccc(Oc2cc(C)nc(N)n2)cc1,0.7,6.2,0.0381,.,1.8,-1.5,-3.2,2.6,2.9
CCN(CC)Cc1c(O)c(Cl)cc2c(C)c(C)c(=O)oc12,0.2,-8.0,1.1,4.9,1.3,-11.5,-12.0,-21.3,-0.6
CCCN(CCC)C(=O)c1ccc2c(c1)OCO2,2.0,-6.9,0.0207,-0.6,1.1,11.2,-5.4,-5.6,-12.6
O=C(COC(=O)c1ccccc1Nc1ccc(SC(F)F)cc1)NCc1ccco1,19.9,9.8,-1.12,.,.,-8.1,.,-30.8,16.3
Cc1nc(C(=O)Nc2ccc(Cl)cc2)nn1-c1ccc([N+](=O)[O-])cc1,5.9,10.3,-0.332,.,.,5.8,.,-21.6,-8.1
C=CCOc1ccc2cccc(/C=N/NC(=O)c3cc4cc([N+](=O)[O-])ccc4s3)c2c1,-12.5,4.3,-0.0812,.,.,32.7,.,17.1,-0.8
O=C(O)CCSc1nnc(-c2cccnc2)n1-c1ccccc1,.,4.8,-0.558,3.0,1,10.1,11.9,2.2,19.0
Cc1cc(C)nc(SCC(=O)N2CCCCC2)n1,35.0,-2.1,0.786,-1.8,1.1,-6.5,-16.7,-7.8,3.2
O=C1c2ccccc2C(=O)c2c1ccc1c(=O)n(C3CCCCC3)[nH]c21,1.5,5.5,0.437,5.3,1.1,-12.8,11.3[fluorescence artefact?],-35.1,-12.4
CCc1c(C(=O)N/N=C/c2ccc(C)o2)csc1C,13.4,1.2,0.813,2.3,1.4,-6.0,-11.7,-15.3,-32.3
COc1ccccc1Oc1ccc(S(=O)(=O)NCc2ccccn2)cc1,-6.7,-0.6,-0.329,3.2,1.3,10.3,-5.5,-6.5,-25.4
CCOc1ccc(C2=Cc3cc(OC)c(OC)cc3C(=C(Cl)Cl)O2)cc1,.,4.1,1.49,3.0,1,-6.7,19.0,-1.6,-7.5
Cc1ccc(C)c(N(C(=O)Cn2nnc3ccccc32)C(C(=O)NC(C)(C)C)c2ccsc2)c1 (stereo unspecified),-17.1,7.7,-0.638,.,.,-1.5,.,-4.5,3.2
Cc1ccc2c(c1)N(C(=O)c1ccco1)C(C)(C)c1ssc(=S)c1-2,2.8,8.4,-0.238,64.0*,1.1,0.7,-8.7,-12.6,-11.8
CCOC(=O)CSc1nc(N(C)C)nc(N(C)C#N)n1,-0.7,5.3,-0.221,7.2,1.1,3.7,-3.9,-17.9,-9.9
Cc1ccc(S(=O)(=O)/C(C#N)=C/c2c(N3CCOCC3)nc3ccccn3c2=O)cc1,11.3,11.9,.,7.1,1.2,4.3,-0.2,24.4,9.1
CCC1CCCCN1CCNC(=O)CCS(=O)(=O)c1ccc(Br)cc1 (stereo unspecified),9.2,-5.4,-0.352,5.7,1.2,-6.2,1.9,-19.9,.
CCCCCOC(=O)Nc1nnc(CCCCC)s1,-29.0,4.5,-0.0485,-0.9,1.3,-10.4,12.2,0.8,90.2*
CC(/C=C/c1ccc(O)cc1)=N/O,-6.0,-18.0,0.278,2.5,1.4,14.5,-14.3,0.8,-78.2
O=C(NC12CCC(O)C(SC1)/C2=N/O)c1ccccc1 (stereo unspecified),-42.7,-10.5,-0.453,5.2,1.2,20.7,0.8,-36.2,-36.4
CC(=O)Cn1cnc2sc(-c3ccccc3)cc2c1=O,-3.6,4.8,-0.638,-0.3,1.8,-3.1,0.8,2.2,12.9
COc1ccc(CCNC(=O)C2CCN(S(=O)(=O)c3cc(OC)ccc3OC)CC2)cc1,.,-1.8,0.872,4.8,1.4,.,7.4,.,-18.6
CCOc1ccc(N(CC(N)=O)S(=O)(=O)c2ccc(F)cc2)cc1,21.8,-2.3,-0.465,-4.8,1.2,4.2,-8.7,-35.1,24.6
CC(C)C(NC(=O)c1cccc(S(=O)(=O)N2CCOCC2)c1)C(=O)NCCc1ccccn1 (stereo unspecified),.,-0.2,-1.21,3.5,1.2,-5.2,7.8,-33.8,-52.0
CCOC(=O)Cc1csc(NC(=O)CCCCCN2C(=O)c3ccccc3C2=O)n1,-8.7,6.7,-0.479,9.1,1,-19.4,-3.3,-16.3,5.4
O=C(CN(Cc1ccc2c(c1)OCO2)C(=O)CNS(=O)(=O)c1ccccc1)NCc1ccco1,-4.7,7.9,-0.105,0.8,1,-4.7,15.3[fluorescence artefact?],5.3,6.5
COc1ccc(-n2c(SCC#N)nnc2-c2cccnc2)cc1,-20.9,-2.0,0.981,-2.4,1,8.0,-7.8,-21.0,-2.6
CCCN1CCN(CCCNC(=O)CN2C(=O)COc3ccccc32)CC1,.,.,0.364,5.3,1.1,.,-5.7,.,.
COc1ccc(-n2ncc3c(N4CCC(C(N)=O)CC4)ncnc32)cc1,.,9.0,-0.411,4.0,1.6,.,0.6,.,-17.7
CC(C)CCNc1nc2c(cc1C#N)COC(C)(C)C2,-7.6,0.2,0.546,7.0,1,3.9,0.6,-17.9,-4.5
CC(=O)Nc1ccc(S(=O)(=O)NCC(=O)OCC(=O)N2CCc3ccccc32)cc1,5.7,6.0,-0.18,.,.,18.5,.,-35.0,12.0
O=C(Nc1cccc2ccccc12)c1ccc(OC(=S)N2CCOCC2)cc1,34.5,6.6,-0.628,.,.,7.2,.,-23.1,.
COc1ccc(CCNC(=O)CCS(=O)(=O)c2ccc(C)cc2)cc1OC,0.9,-2.7,-0.416,-3.6,1,2.6,-5.6,11.4,-11.6
Cc1nc(N2CCN(S(=O)(=O)c3ccccc3)CC2)c2c3c(sc2n1)CC(C)CC3 (stereo unspecified),16.6,11.3,-0.0121,.,.,-6.4,.,0.4,-17.9
CC1CCCCN1C(=O)CSc1nnc(-c2ccco2)n1CC1CCCO1 (stereo unspecified),.,6.6,-0.262,-7.1,1.1,.,-5.2,.,.
CCOC(=O)c1c(-c2ccco2)csc1NC(=O)CSc1nnc(N)s1,-13.1,5.7,0.234,4.8,1,-2.1,-5.6,11.2,-28.0
CN/C=C1\C(=O)C(C)(C)Oc2ccc3ccc(=O)oc3c21,5.8,-3.3,0.0256,6.8,1.1,1.4,5.9,-12.2,-30.0
O=C(NCCCN1CCN(Cc2ccccc2)CC1)C1CCN(c2nnc(-n3cccc3)s2)CC1,.,.,1.29,4.6,1.3,.,12.9,.,.
Cc1cc(NC(=O)c2cc(-c3ccccc3)on2)n(-c2ccccc2)n1,-6.4,-4.9,-0.667,-0.9,1,27.3,3.0[fluorescence artefact?],-4.5,-12.8
Nc1c(C(=O)NCc2ccccc2)sc2nc3c(cc12)C(=O)CCC3,-23.4,-5.5,-0.377,-1.1,1.1,-7.2,-9.2,14.9,1.8
COc1ccc2c(c1OC)C(=O)N1N=C(c3ccc(O)cc3)CC21 (stereo unspecified),10.4,5.3,-0.0996,.,.,10.1,.,-8.5,-36.7
CC(=O)Nc1cccc2c1C(=O)N(c1cccc(C)c1)C2=O,10.0,-4.9,-0.276,1.5,1.1,-2.5,-2.0,-5.6,2.1
O=C(NCC1CCCO1)c1csc2c1CCCC2 (stereo unspecified),3.3,3.8,0.21,3.6,1.4,-7.1,-5.5,-11.6,0.9
CCOC(=O)CSc1nc(-c2ccc3c(c2)OCO3)ccc1C#N,-0.4,1.6,1.27,0.8,1.7,18.3,5.2[fluorescence artefact?],-8.6,-60.0
O=C(O)c1n[nH]c2ccccc12,18.0,9.6,0.652,4.9,1.2,5.4,11.0[fluorescence artefact?],2.0,-5.3
Clc1cccc(CSC2=NCCCN2)c1,6.5,0.8,0.138,7.0,1.3,13.5,-7.1,-23.0,-15.6
O=C1CC(C2CCCO2)C(=O)N1c1ccccc1 (stereo unspecified),-9.8,-0.8,0.261,4.4,1.2,-13.7,-11.1,26.8,-20.6

# High-throughput results from PubChem.
